# KCNK9 block = blocks the human KCNK9 two-pore domain potassium channel | HEK293 KCNK9, FluxOR thallium flux fluorescence; stronger effect = lower value | B-score at 10 µM | 310,000 compounds, 1.2% hits | AID 488922;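 active = ratio B-score over 3 SD below the library mean, with starting fluorescence within 5 SD of its mean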;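 note: negative B-score means less thallium flux so channel inhibition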
# KCNQ1 inh = blocks the human KCNQ1 potassium channel; P51787; CHO-K1 KCNQ1, FluxOR thallium flux fluorescence; stronger effect = higher value; B-score at 10 µM; 310,000 compounds, 1.3% hits;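 active = compounds whose thallium flux B-score, printed positive for inhibition, exceeds three library SD while starting fluorescence stays within three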;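 note: channel opened by potassium depolarization with thallium stimulus after 20 min compound exposure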
# KCNQ1 pot = potentiates or activates the human KCNQ1 potassium channel. P51787. CHO-K1 KCNQ1, thallium flux FluxOR fluorescence; stronger effect = higher value. B-score at 10 µM. 310,000 compounds, 0.35% hits. AID 2648;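 active = fluorescence ratio B-score, a plate-corrected score, at least three library SD, with initial intensity B-score within 5 SD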
#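 Assay system: CHO-K1 cells stably expressing KCNQ1. Medium: assay buffer for compound exposure, DMSO matched across wells. Timing: 37 °C overnight plating, 90-min dark dye load, 20-min compound pretreatment. Signal: kinetic FluxOR fluorescence, 10 s baseline plus 110 s post-stimulus.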
# Dyrk1A ADPGlo = blocks rat Dyrk1A kinase activity; inhibition, % at 12.5 µM; ADP-Glo luminescence, NFATc1 peptide; 310,000 compounds, 0.43% hits; AID 504441; in the data active = inhibition above about 50%;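 note: plate controls were vehicle with enzyme for no effect and no enzyme for full effect; many of its hits are not listed in these tables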
# HDAC3 inhib = blocks human histone deacetylase 3 | 320,000 compounds, 0.15% hits | inhibition, % at 8.3 µM | O15379 | recombinant HDAC3, fluorogenic peptide/trypsin coupled, fluorescence; in the data active = inhibition above about 26%, passing the limit was not always enough
# hERG protect = shields human hERG channel from block by proarrhythmic agents; Q12809; activation (rescue from dofetilide block), less the hit threshold, % at 10 µM; CHO-hERG, FluxOR thallium flux, dofetilide IC70 present; 310,000 compounds, 0.51% hits;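 active = activation above the mean of controls blocked by dofetilide plus 5 SD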;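 note: thallium influx through hERG after potassium depolarization seen as dye fluorescence rise; in these data hits start at about 4.7%; inactives centre near -7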
# TRPC4 act = TRPC4 (mouse) channel activation; Q9QUQ5; HEK293 TRPC4beta/mu-opioid, Fluo4 calcium fluorescence; stronger effect = higher value; B-score at 10 µM; 310,000 compounds, 0.49% hits; AID 2237;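 active = B-score above 5 SD of library B-scores, and initial fluorescence ratio not above library mean plus 5 SD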;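 note: positive B-score marks a calcium rise read as TRPC4 activation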
# Target sequence (Q9QUQ5 whole entry, looked up): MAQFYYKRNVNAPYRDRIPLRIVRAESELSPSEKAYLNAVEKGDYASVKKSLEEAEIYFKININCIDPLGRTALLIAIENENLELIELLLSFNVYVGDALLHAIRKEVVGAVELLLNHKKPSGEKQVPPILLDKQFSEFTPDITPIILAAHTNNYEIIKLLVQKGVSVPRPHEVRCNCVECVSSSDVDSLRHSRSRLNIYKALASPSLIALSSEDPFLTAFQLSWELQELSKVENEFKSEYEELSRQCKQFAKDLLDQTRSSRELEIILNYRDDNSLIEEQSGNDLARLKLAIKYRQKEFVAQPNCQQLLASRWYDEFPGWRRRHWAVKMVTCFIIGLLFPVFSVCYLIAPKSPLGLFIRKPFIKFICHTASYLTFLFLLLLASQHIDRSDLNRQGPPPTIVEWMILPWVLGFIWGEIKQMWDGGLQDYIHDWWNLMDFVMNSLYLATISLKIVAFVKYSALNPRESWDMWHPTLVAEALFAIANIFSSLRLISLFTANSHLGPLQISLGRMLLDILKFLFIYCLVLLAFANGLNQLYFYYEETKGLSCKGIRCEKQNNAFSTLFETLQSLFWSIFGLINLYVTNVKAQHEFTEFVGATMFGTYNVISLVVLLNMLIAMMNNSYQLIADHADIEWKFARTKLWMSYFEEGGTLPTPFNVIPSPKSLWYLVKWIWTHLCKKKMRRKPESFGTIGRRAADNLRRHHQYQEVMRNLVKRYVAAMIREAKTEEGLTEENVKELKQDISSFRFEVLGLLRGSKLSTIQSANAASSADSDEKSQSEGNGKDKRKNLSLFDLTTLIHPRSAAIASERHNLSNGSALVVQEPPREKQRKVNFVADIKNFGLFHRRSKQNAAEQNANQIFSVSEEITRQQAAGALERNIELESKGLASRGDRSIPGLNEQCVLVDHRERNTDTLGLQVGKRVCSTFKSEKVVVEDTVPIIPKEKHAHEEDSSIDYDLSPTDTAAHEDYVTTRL
#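 Assay system: HEK293 stable line with TRPC4beta plus mu-opioid receptor; schedule: 45 min room-temperature Fluo4 loading, 110 s read; technique: kinetic Fluo4 calcium fluorescence; evaluation: integrated baseline-normalised fluorescence ratio, converted to per-well B score; controls: buffer (low) and maximal DAMGO (high)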
# TRPC4 potent = TRPC4 (mouse) allosteric potentiation | Q9QUQ5 | HEK293 TRPC4beta/mu-opioid, DAMGO EC20, Fluo-4 Ca2+ flux; stronger effect = higher value | B-score at 10 µM | 310,000 compounds, 0.42% hits;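 active = B-score of calcium response area above 5 SD of library B-scores, with initial fluorescence ratio within 5 SD of library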;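 note: B-score of integrated fluorescence ratio over time as area under calcium response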
# ANO1 activ = activates or potentiates the mouse TMEM16A chloride channel; Q8BHY3; HEK293 TMEM16A/YFP-H148Q/I152L, iodide quench fluorescence; stronger effect = lower value; B-score at 10 µM; 340,000 compounds, 0.3% hits; AID 623877;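 active = fluorescence-ratio B-score plate-corrected deviation score at least 3 library SD below zero, with starting fluorescence score within 5 deviations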;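 note: channel opened by trigger with iodide after compound preincubation; score built on the fluorescence ratio of max minus min over baseline; more negative score means more quench and so TMEM16A activation or potentiation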
# TMEM16A inh = blocks the mouse calcium-activated chloride channel TMEM16A. Q8BHY3. HEK293 TMEM16A/YFP iodide influx fluorescence, ionomycin. normalized B-score (activity score, 25-100; higher = stronger inhibition) at 10 µM. 310,000 compounds, 1.2% hits;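 active = ratio plate-corrected score three or more library SD toward inhibition, starting fluorescence score within five deviations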;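 note: score derived from kinetic fluorescence span divided by baseline fluorescence per well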
# KCNK3 inh = human KCNK3 channel inhibition, primary screen; B-score at 10 µM; CHO-KCNK3 thallium flux, FluxOR fluorescence; stronger effect = lower value; O14649; 340,000 compounds, 0.84% hits;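 active = B-score under library mean minus 4 SD, starting fluorescence ratio at most library mean plus 5 SD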;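 note: more negative B-score means stronger inhibition of thallium flux through KCNK3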
# Starred values were filed as active, the others as inactive; i = inactive; / = no result given.
SMILES | HDAC3 inhib | KCNQ1 pot | TRPC4 act | KCNK9 block | hERG protect | Dyrk1A ADPGlo | ANO1 activ | TMEM16A inh | TRPC4 potent | KCNQ1 inh | KCNK3 inh
COc1ccc(-c2c3c(=O)n(C)c(=O)n(C)c3cn2Cc2cccnc2)cc1 | 4 | i | i | i | -4 | -26 | i | i | i | i | i
Cc1ccc(N2C(N)=C(C#N)C3(C(=O)N(C)c4ccccc43)C3=C2CC(C)(C)CC3=O)cc1Cl (stereo not drawn) | 3 | i | i | i | -7 | -3 | i | i | i | i | i
Nc1ccccc1C(=O)N/N=C1/C2CN3CCN(C2)CC1(Cc1ccccc1)C3 | -8 | i | i | i | 0 | 4 | i | i | i | i | i
COc1ccc(C(=O)N2CC(c3ccccc3)CC2=O)cc1 (stereo not drawn) | -4 | i | i | i | -4 | 0 | i | i | i | i | i
Oc1c(Br)cc(/C=N/Nc2nncc3ccccc23)cc1Br | 4 | i | i | i | -13 | / | / | i | i | i | /
CCNc1nc(Oc2ccc(=O)[nH]n2)nc(N2CCOCC2)n1 | 6 | i | i | i | -10 | 2 | i | i | i | i | i
Cn1c(=O)c(=O)n(C)c2cc(S(=O)(=O)N3CCCC3C(=O)Nc3ccc(F)cc3)ccc21 (stereo not drawn) | 2 | i | i | i | -12 | -4 | i | i | i | i | i
CCOC(=O)c1sc(NC(=O)c2ccc(CC)s2)nc1C | 11 | i | i | i | -22 | -4 | i | i | i | i | i
COc1ccccc1OCCc1nnc(N)s1 | 2 | i | i | i | -11 | 0 | i | i | i | i | i
OCCN(Cc1ccccc1)Cc1cccc(Cl)c1Cl | 12 | i | i | i | -8 | / | i | i | i | i | i
COc1ccc(N2CCN(C(C)C(=O)N3CCCC3)CC2)cc1 (stereo not drawn) | 1 | i | i | i | -12 | / | i | i | i | i | i
CNC(=S)N1CCC(NC(=O)C(Cc2ccc(F)cc2)NC(C)=O)CC1 (stereo not drawn) | -4 | i | i | i | -3 | -3 | i | i | i | i | i
C=CCN=C1N[C@@H](c2ccccc2)C(C(=O)OC)=C(C)N1CCOC | 8 | i | i | i | -10 | 8 | i | i | i | i | i
COc1cc(NC(=O)n2ncc3cc(Cl)ccc32)cc(OC)c1 | 6 | i | i | i | -7 | 0 | i | i | i | i | i
Cc1ccnc(NC2(C(F)(F)F)N=C3SCCN3C2=O)c1 (stereo not drawn) | -1 | i | i | i | -8 | / | i | i | i | i | i
COC(=O)C1CCN(CC(=O)Nc2ccc(OC)c(Cl)c2)CC1 | 7 | i | i | i | -3 | -7 | i | i | i | i | i
CNC(=O)c1[nH]cnc1C(=O)Nc1ccccc1OC | -3 | i | i | i | -10 | -8 | i | i | i | i | i
O=C(Cn1cc2c(n1)CCCCC2)NCc1ccccc1 | 7 | i | i | i | -10 | 3 | i | i | i | i | i
CC(=O)/C(N=Nc1c(C)n(C)n(-c2ccccc2)c1=O)=C(\C)O | 5 | i | i | i | -8 | -4 | i | i | i | i | i
Cc1nc2ccccc2n(CC(=O)Nc2cc(Cl)cc(Cl)c2)c1=O | -5 | i | i | i | -8 | -5 | i | i | i | i | i

# Quoted from the listing:
# Under HDAC3 inhib, O=C(Cn1cc2c(n1)CCCCC2)NCc1ccccc1 reads 7
# Under HDAC3 inhib, Cc1ccnc(NC2(C(F)(F)F)N=C3SCCN3C2=O)c1 (stereo not drawn) reads -1

# More results
SMILES | HDAC3 inhib | KCNQ1 pot | TRPC4 act | KCNK9 block | hERG protect | Dyrk1A ADPGlo | ANO1 activ | TMEM16A inh | TRPC4 potent | KCNQ1 inh | KCNK3 inh
Cc1ccccc1C(=O)N1CCN(CCNC(=O)C(=O)Nc2ccc(Br)cc2)CC1 | -8 | i | i | i | -7 | 7 | i | i | i | i | i
CC1(C)c2cc(Cl)ccc2-n2c1cc(O)c(-c1ccccc1)c2=O | -3 | i | i | i | -14 | -15 | i | i | i | i | i
O=C(COc1ccc(/C=N/NS(=O)(=O)c2ccccc2)cc1)Nc1cccc(Cl)c1 | 13 | i | i | i | -4 | 11 | i | i | i | i | i
COc1ccc([C@H]2C=C(C(=O)O)O[C@@H](OCc3ccc(CO)cc3)C2)cc1 | -2 | i | i | i | -8 | 7 | i | i | i | i | i
Cc1nc(CSc2nc3[nH]ncc3c(=O)n2-c2ccccc2)cs1 | -8 | i | i | i | -5 | 8 | i | i | i | i | i
COCCn1c(SCC(=O)c2ccccc2)nc2ccccc2c1=O | 12 | i | i | i | -6 | 3 | i | i | i | i | i
CC(=O)N1CCN(C(=O)c2ccc(S(=O)(=O)Nc3ccccc3Cl)cc2)CC1 | -8 | i | i | i | -7 | -7 | i | i | i | i | i
CCCN(CCC)C(=O)c1c(NC(=O)CC)sc2c1CCCCC2 | 2 | i | i | i | -18 | -5 | i | i | i | i | i
CN(C(=O)c1ccco1)c1nc(-c2ccc(Cl)cc2)cs1 | -1 | i | i | i | -2 | 0 | i | i | i | i | i
Cc1ccc(SCC(=O)NNC(=O)c2ccccc2)cc1C | 3 | i | i | i | -5 | 1 | i | i | i | i | i
O=C(N/N=C\c1cn[nH]c1-c1ccc(Cl)cc1)c1cccs1 | -12 | i | i | i | -11 | 12 | i | i | i | i | i
COc1ccc(CCNC(=O)Nc2cccs2)c(OC)c1 | -2 | i | i | i | 0 | 0 | i | i | i | i | i
COc1ccc(COC(=O)c2cccc(S(=O)(=O)N3CCN(C(C)=O)CC3)c2)cc1F | -4 | i | i | i | -16 | 5 | i | i | i | i | i
COc1ccc(OC)c(N(CC(=O)N2CCC(C)CC2)S(=O)(=O)c2ccccc2)c1 | / | i | i | i | -8 | 1 | i | i | i | i | i
CC(=O)N1CCCc2cc(S(=O)(=O)CCC(=O)Nc3cccc(C)c3C)ccc21 | -2 | i | i | i | -6 | 0 | i | i | i | i | i
COc1ccc(S(=O)(=O)N2CCN(S(=O)(=O)c3ccc(C(F)(F)F)cc3)CC2)cc1C | 6 | i | i | i | -4 | -7 | i | i | i | i | i
CCOC(=O)c1cc(-c2cccs2)nc2c1c(C)nn2-c1ccccn1 | -4 | i | i | i | -10 | / | i | i | i | i | i
O=C(NN=C1CCCC1)C1COc2ccccc2O1 (stereo not drawn) | -5 | i | i | i | -13 | 5 | i | i | i | i | i
CC(C)CNC(=O)COC(=O)c1ccc([N+](=O)[O-])cc1Cl | / | i | i | i | -10 | 1 | i | i | i | i | i
O=C(CNC(=O)c1ccccc1)NCC(=O)OCc1ccc(Cl)cc1 | 4 | i | i | i | -12 | / | i | i | i | i | i
O=C(Nc1ccccc1)C1CCN(C(=O)c2ccco2)CC1 | 7 | i | i | i | -7 | 0 | i | i | i | i | i
Cc1ccc(NCc2nnc(SCC(=O)Nc3cccc(O)c3)n2CC2CCCO2)c(C)c1 (stereo not drawn) | -8 | i | i | i | -6 | 2 | i | i | i | i | i
O=C(c1ccc(CSc2nc3ccncc3[nH]2)cc1)N1CCCCCC1 | / | i | i | i | -12 | -1 | i | i | i | i | i
N#CCN1C(=O)C2CCCN2c2ccc(S(=O)(=O)N3CCOCC3)cc21 (stereo not drawn) | 3 | i | i | i | -4 | -5 | i | i | i | i | i
Cc1cc(S(=O)(=O)N2CCOCC2)ccc1OCC(=O)Nc1cccc(C(F)(F)F)c1 | -7 | i | i | i | -7 | -10 | i | i | i | i | i
CCCCNC(=O)CSc1nc2ccc(N3CCOCC3)cc2c(=O)n1CCc1ccccc1 | 0 | i | i | i | -11 | 10 | i | i | i | i | i
COc1ccc(NC(=S)N(CCN2CCOCC2)Cc2cc3cc4c(cc3[nH]c2=O)OCCO4)cc1 | -4 | i | i | i | -14 | -6 | i | i | i | i | i
COc1ccc(Sc2ccc(/C=C3\C(=O)NN(c4ccccc4)C3=O)o2)cc1 | -1 | i | i | i | -7 | / | i | i | i | i | i
COc1ccc(/C(C)=N/NC(=O)C(NC(=O)c2ccccc2)c2n[nH]c(=O)c3ccccc23)c(OC)c1 (stereo not drawn) | 0 | i | i | i | -5 | 9 | i | i | i | i | i
OCC1(CC2CCCCO2)CCN(Cc2cccc(O)c2)CC1 (stereo not drawn) | 5 | i | i | i | -7 | 3 | i | i | i | i | i
Cc1ccc(C(=O)N2CCOCC2)cc1S(=O)(=O)N1CCCC1 | -5 | i | i | i | -8 | -2 | i | i | i | i | i
C=CCN(C(=O)c1csnn1)C(C(=O)NC1CCCC1)c1ccc(OC)cc1 (stereo not drawn) | -8 | i | i | i | -8 | -1 | i | i | i | i | i
CCC(CC)COC(=O)C1=C(C)NC(=O)NC1c1ccc(OC)cc1 (stereo not drawn) | 5 | i | i | i | 1 | -4 | i | i | i | i | i
Cc1ccc(C(=O)N/N=C/C2=Cc3ccccc3OC2C)cc1 (stereo not drawn) | 0 | i | i | i | -11 | -4 | i | i | i | i | i
Cc1cnc(NC(=O)c2cccs2)s1 | 5 | i | i | i | -6 | 14 | i | i | i | i | i
Cc1ccc(Br)cc1S(=O)(=O)N1CCN(c2ccccc2)CC1 | 2 | i | i | i | -10 | 3 | i | i | i | i | -11*
O=C(NCCc1ccccc1)c1cccnc1N1CCCCCC1 | 3 | i | i | i | -6 | -8 | i | i | i | i | i
CCOC(=O)/C=C1\SCC(=O)N1CC(=O)Nc1ccccc1OC(F)F | 0 | i | i | i | -6 | 31 | i | i | i | i | i
CCOc1ccc(NC(=S)Nc2ccccc2C2CC2)cc1 | -4 | i | i | i | -7 | 1 | i | i | i | i | i
CC(=O)c1cccc(NC(=O)NCc2ccccn2)c1 | -1 | i | i | i | -16 | 26 | i | i | i | i | i
COc1ccc(C(=O)Nc2ccccc2C(=O)Nc2cccnc2)cc1 | -3 | i | i | i | -7 | 5 | i | i | i | i | i
C(=N\Nc1ccc(-n2ccnc2)nn1)/c1ccccc1 | 3 | i | i | i | -7 | 1 | i | i | i | i | i
Nc1cc(=O)nc(SCC(=O)Nc2ccccc2Cl)n1-c1ccccc1 | -3 | i | i | i | -4 | 0 | i | i | i | i | i
O=C(CN1C(=O)C2CCCCC2C1=O)N1CCN(c2ccccc2)CC1 (stereo not drawn) | 6 | i | i | i | -4 | -3 | i | i | i | i | i
Cc1nn(CC(=O)NCCCN2CCN(Cc3ccccc3)CC2)c(=O)c2cc(-c3ccccc3)nn12 | 2 | i | i | i | -19 | -1 | i | i | i | i | i
O=C(Cn1nc(C(F)(F)F)c2c1CCCC2)N1CCOCC1 | -1 | i | i | i | -3 | 3 | i | i | i | i | i
C=CC[C@H]1CC(C)=C[C@H](CC=C)N1 | 2 | i | i | i | -8 | 5 | i | i | i | i | i
Cc1ccc(-n2nc(-c3ccc(N)cc3)cc2N)cc1 | 0 | i | i | i | -14 | 2 | i | i | i | i | i

# Bioassay records from PubChem BioAssay.

# Only part of the results is shown; rates above refer to the full screens.
